# Screening results deposited in PubChem BioAssay by several laboratories.
# MCL1-BIM inh – inhibitors of MCL1 binding to BIM-BH3, primary screen, biochemical, fluorescence polarization; Induced myeloid leukemia cell differentiation protein Mcl-1 (Homo sapiens), Q07820; GST-MCL1 / FITC-Bim-BH3 fluorescence polarization; inhibition, % at 10.9 µM; hit rate 0.68% among 320,000; AID 2057, 2009;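 active = inhibition above the mean inhibition of all tested compounds plus 3 SD, set per campaign, cut at about 40% in these data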;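 note: 0% = DMSO wells and 100% = unlabeled Bim-BH3 peptide control; higher means more loss of mP so more displacement of Bim peptide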
# Target sequence (Q07820 whole entry, looked up): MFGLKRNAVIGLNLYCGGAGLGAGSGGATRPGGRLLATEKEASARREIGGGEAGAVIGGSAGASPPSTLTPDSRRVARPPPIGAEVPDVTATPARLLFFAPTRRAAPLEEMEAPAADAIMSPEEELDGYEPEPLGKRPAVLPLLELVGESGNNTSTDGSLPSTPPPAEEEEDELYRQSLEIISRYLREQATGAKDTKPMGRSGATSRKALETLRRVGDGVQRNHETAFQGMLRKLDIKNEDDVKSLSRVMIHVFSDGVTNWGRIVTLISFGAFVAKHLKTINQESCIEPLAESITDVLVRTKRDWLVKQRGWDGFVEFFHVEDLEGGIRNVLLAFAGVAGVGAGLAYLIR
# Fam108B counter – mouse Fam108B serine hydrolase inhibitors, primary screen, counter-screen for RBBP9 inhibitor project, biochemical, fluorescence polarization; recombinant Fam108B, FP-Rh probe fluorescence polarization; inhibition, % at 9.51 µM; hit rate 0.33% among 300,000;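 active = inhibition above the screen mean inhibition plus 3 SD, computed separately per campaign, cut at about 18% in these data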;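 note: inhibitors lower polarization as less probe binds the enzyme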
# MEX-5 binding – MEX-5 zinc finger RNA-binding disruptors – biochemical, C. elegans, fluorescence polarization, MLPCN library, primary screen; hit rate 0.38% among 300,000; Zinc finger protein mex-5 (Caenorhabditis elegans), Q9XUB2; activity score (negative = inhibition of binding), % at 10 µM; MEX-5/FITC-TCR2 RNA binding; stronger effect = lower value;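 active = inhibition past about -25% in most replicates, and total fluorescence under double the plate's negative control median, limit read from the data; inconclusive = replicates evenly split on the limit, or fluorescence at least double controls; inactive = too little inhibition in most replicates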;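 note: 0% = DMSO and -100% = 5 µM competing unlabeled TCR2 RNA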
# Target sequence (Q9XUB2 whole entry, looked up): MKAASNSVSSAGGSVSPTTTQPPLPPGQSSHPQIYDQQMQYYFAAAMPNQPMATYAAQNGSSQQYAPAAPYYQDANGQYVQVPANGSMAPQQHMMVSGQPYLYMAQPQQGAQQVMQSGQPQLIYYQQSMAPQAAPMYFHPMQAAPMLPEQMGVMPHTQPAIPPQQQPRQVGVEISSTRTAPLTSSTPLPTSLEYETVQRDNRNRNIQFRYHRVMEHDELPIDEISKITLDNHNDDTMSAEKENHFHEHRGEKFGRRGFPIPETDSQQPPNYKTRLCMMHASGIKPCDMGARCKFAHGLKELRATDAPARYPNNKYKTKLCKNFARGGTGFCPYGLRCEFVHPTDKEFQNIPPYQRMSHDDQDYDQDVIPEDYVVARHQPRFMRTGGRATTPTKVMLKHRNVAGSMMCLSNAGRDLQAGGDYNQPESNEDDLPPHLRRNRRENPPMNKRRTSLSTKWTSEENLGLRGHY
# GLD-1 RNA inh – GLD-1/TGE RNA complex disruptors, primary screen, biochemical, fluorescence polarization | Female germline-specific tumor suppressor gld-1 (Caenorhabditis elegans), Q17339 | purified GLD-1 + fluorescein TGE RNA | inhibition, % at 5.96 µM | hit rate 0.44% among 320,000 | AID 2280, 2010;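 active = percent inhibition above a per-plate cutoff, the plate mean of test compounds plus 3 SD, cut at about 30% in these data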;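 note: 0% = DMSO wells with GLD-1 and probe and 100% = wells lacking GLD-1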
# GRK2 inh – compounds blocking aptamer binding on GRK2 – biochemical, human GRK2, bead flow cytometry, HTS, primary screen; FAM-aptamer displacement from GRK2; Beta-adrenergic receptor kinase 1 (Homo sapiens), P25098; inhibition of aptamer binding, % at 10 µM; AID 488847, 2010; hit rate 0.59% among 330,000;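 active = inhibition of aptamer binding above 40%, roughly 3 SD of noise, on plates passing a quality check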;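 note: median bead fluorescence of bound FAM aptamer so fluorescent compounds give negative values; no value below 0 was filed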
# BCLXL inh – inhibitors of human Bcl-xL, primary screen, biochemical, fluorescence polarization, HTS; AID 2129, 2009; GST-Bcl-xL / FITC-Bim BH3 peptide fluorescence polarization; hit rate 0.7% among 320,000; inhibition, % at 10.9 µM; Bcl-2-like protein 1 (Homo sapiens), Q07817;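 active = inhibition above the mean of all tested compounds plus 3 SD, cutoff set per campaign, cut at about 30% in these data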;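 note: 0% = DMSO wells and 100% = unlabeled Bim-BH3 peptide competitor; inhibitors lower millipolarization by displacing the labeled peptide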
# Target sequence (Q07817 whole entry, looked up): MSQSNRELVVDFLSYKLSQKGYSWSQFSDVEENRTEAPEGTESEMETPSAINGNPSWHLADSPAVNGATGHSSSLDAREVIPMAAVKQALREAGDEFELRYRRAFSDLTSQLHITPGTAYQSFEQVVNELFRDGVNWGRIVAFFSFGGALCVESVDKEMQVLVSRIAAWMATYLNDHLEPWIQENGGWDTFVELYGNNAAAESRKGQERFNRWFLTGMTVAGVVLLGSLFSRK
# CIT2 TOR yeast – modulators of CIT2-GFP expression in yeast, primary screen, S. cerevisiae, GFP fusion, multiplex flow cytometry, MLPCN library. S. cerevisiae CIT2-GFP strain, 3 h; 100 means same as DMSO wells. GFP response vs DMSO, % at 10 µM. hit rate 0.065% among 320,000;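 active = GFP response relative to DMSO above a set limit, near the screen mean plus 3 SD, cut at about 150% in these data; inconclusive = Fewer than 70 cells measured for a yeast strain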;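 note: ratio of well median GFP fluorescence to mean of DMSO wells on the plate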
# AGP1 TOR yeast – modulators of AGP1-GFP expression in yeast TOR pathway, primary screen, cell-based, multiplex flow cytometry, S. cerevisiae, MLPCN library. 3 h; GFP as percent of DMSO wells. GFP response vs DMSO, % at 10 µM. hit rate 0.02% among 320,000. AID 2066, 2009;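 active = GFP response relative to DMSO above a set limit, near screen average plus 3 SD, cut at about 150% in these data; inconclusive = fewer than 70 cells counted for the yeast strain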;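 note: median GFP channel fluorescence of the gated AGP1 strain per well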
# VLA-4 inh – inhibition in human VLA-4 binding assay, primary screen, VLA-4 allosteric modulator project, MLPCN library, flow cytometry, VLA-4 expressing cells | Integrin alpha-4 (Homo sapiens), P13612 | ligand binding flow cytometry | inhibition, % (about 7 µM as worked out from the volumes in the protocol) | hit rate 0.2% among 330,000; in the data active = inhibition above about 50%
# The depositor's hits bear a star; ? = inconclusive; . = not tested or not shown.
Structure	MCL1-BIM inh	Fam108B counter	MEX-5 binding	GLD-1 RNA inh	GRK2 inh	BCLXL inh	CIT2 TOR yeast	AGP1 TOR yeast	VLA-4 inh
CC(C)C[C@H](NC(=O)c1nc[nH]c1C(=O)N[C@@H](CCCCNC(=O)OC(C)(C)C)C(=O)OC(C)(C)C)C(=O)OCc1ccccc1	0.2	-7.1	2.1	13.7	5.0	2.1	106.7	103.8	0.0
COc1cc(SC)ccc1C(=O)OCC(=O)NCCNC(=O)COC(=O)c1ccc(SC)cc1OC	-19.7	1.4	-1.5	-2.2	0.0	-7.0	94.7	99.7	22.3
CC1CC(C)CN(c2nc3c(c(=O)n(C)c(=O)n3C)n2C)C1 (centres undefined)	7.2	-3.1	0.0	-2.5	1.0	1.4	94.5	98.6	-2.5
COC(=O)c1cccc([N+](=O)[O-])c1CN1CCCC(C(N)=O)C1 (centres undefined)	5.0	10.9	3.6	-4.7	0.0	7.8	104.0	105.3	1.4
O=S(=O)(c1ccccc1)N1CCN(Cc2cccc(Cl)c2)CC1	1.1	-0.9	.	3.5	1.0	3.2	95.1	98.6	13.5
CCCCC(C(=O)NC(C)(C)C)N(Cc1ccccc1)C(=O)c1snc(C(N)=O)c1N (centres undefined)	-2.1	-2.1	-0.8	-8.7	0.0	-2.9	92.7	92.3	11.7
Cc1ccc(C(=O)N2CC=C(c3ccccc3)CC2)o1	2.2	1.6	-0.7	8.7	2.0	3.0	100.9	90.1	-1.7
CNC(=S)N(CCc1c(C)[nH]c2ccc(C)cc12)Cc1cccs1	4.7	5.5	-3.6	11.8	4.0	4.0	106.0	90.8	0.0
O=C1CC(C(=O)Nc2cc(Cl)ccc2Cl)n2ncnc2N1 (centres undefined)	3.2	-9.5	1.0	-4.8	1.0	5.8	87.0	87.7	-4.0
CC(C)C1Cc2ccccc2-c2[nH]c(=S)[nH]c(=O)c21 (centres undefined)	7.0	1.0	-1.4	1.5	2.0	7.5	86.8	104.6	12.4
Cc1c(OC(C)C(=O)NCCCN2CCOCC2)ccc2c1oc(=O)c1ccccc12 (centres undefined)	1.6	2.1	-0.2	-2.0	0.0	1.1	?	?	10.2
CCn1cc([N+](=O)[O-])c(C(=O)N2CCN(C(=O)c3ccco3)CC2)n1	-2.5	-10.9	2.5	-2.2	0.0	0.9	109.5	108.6	2.4
Cc1cc2nc(-c3ccc(SCc4ccccn4)nc3)[nH]c2cc1C	13.1	-5.7	-1.8	3.3	1.0	12.8	91.2	103.1	-16.6
COc1ccccc1-c1ccc(=O)n(CC(=O)NCc2cccs2)n1	5.1	2.7	-1.2	1.2	13.0	8.6	96.3	96.0	14.8
COc1ccc(NS(=O)(=O)c2ccc3oc(SCC(N)=O)nc3c2)cc1	5.4	0.9	1.0	5.4	2.0	2.9	109.4	105.0	4.5
O=C(CSc1nnc(-c2ccccn2)n1Cc1ccccc1)Nc1ccc2c(c1)OCO2	8.9	-3.2	1.2	3.2	3.0	1.3	89.0	96.5	12.3
O=C(Nc1ccccc1C(=O)N1CCN(c2ccccc2)CC1)c1ccco1	-1.3	-1.0	-3.4	2.6	0.0	4.3	91.2	92.5	12.0
Cc1ccc(C(OCC(O)CN2CCCCC2)c2ccccc2)cc1 (centres undefined)	7.0	2.7	0.2	-6.3	1.0	6.5	98.6	97.9	-11.5
Cc1ccc(C)c(-n2cc(CNCCc3cnccn3)c(-c3ccccc3)n2)c1	-1.6	2.1	-0.3	-3.4	0.0	1.8	86.3	102.8	1.6
O=C(Cc1cccc(NC(=O)C2CCCN(C(=O)C3CCCCC3)C2)c1)Nc1cccc(C(=O)N2CCCC2)c1 (centres undefined)	5.0	.	.	-0.6	2.0	1.5	97.9	95.5	-2.2
COc1cccc(-n2nnnc2S(C)(=O)=O)c1	-0.7	-3.4	1.5	7.2	3.0	0.4	109.8	103.7	41.5
CCOc1cccc(CNCc2ccc(C(=O)O)cc2)c1	-2.1	4.8	0.9	-4.4	0.0	0.9	89.9	97.2	13.9
CC1CCN(S(=O)(=O)c2ccc3[nH]c(=O)c(=O)[nH]c3c2)CC1	2.1	-1.4	2.7	1.9	3.0	2.3	94.7	108.8	16.2
CCOC(=O)C1(CCOC)CCN(C(=O)Cc2ccsc2)CC1	1.7	6.9	-0.3	4.4	1.0	4.4	113.5	107.9	4.9
Cc1nc2ccc(NC(=O)Cc3ccsc3)cc2s1	-2.7	-4.0	-0.8	-7.8	2.0	2.6	84.2	85.8	1.2
CC(C)(C)c1ccc(-c2nc(C#N)c(NCCCn3ccnc3)o2)cc1	4.3	-0.5	2.6	11.8	0.0	9.1	101.0	102.2	6.5
O=C([C@@H]1CCCN1C(=O)c1cccs1)N1CCN(S(=O)(=O)c2cccc(F)c2)CC1	-19.2	.	.	1.0	3.0	-5.4	108.1	111.5	14.2
Cn1cc(/C=C2\SC(=S)N(NC(=O)c3ccccc3Cl)C2=O)c2ccccc21	17.2	-2.7	.	-171.2	9.0	35.4*	89.9	91.7	-53.5
CC(NC(=O)Cc1ccc(-c2ccccc2)cc1)c1ccccc1 (centres undefined)	0.1	-8.3	-11.0	2.1	0.0	4.7	97.1	93.3	0.9
COc1cc(/C=N/NC(N)=O)ccc1OCC(=O)N1C(C)CCCC1C (centres undefined)	-5.3	2.1	2.2	-3.4	1.0	-3.0	77.0	83.8	20.3
COc1ccccc1/C=C/C=N/n1c(-c2ccco2)n[nH]c1=S	-17.8	2.7	.	9.9	0.0	-21.9	105.5	115.8	2.2
CC1=NN(C(N)=S)C(=O)C1N=Nc1ccc(Br)cc1 (centres undefined)	.	.	0.4	.	19.0	.	109.8	85.8	-2.5
Cc1[nH]nc2c1C(c1cccnc1)N(c1ccc(Br)cc1)C2=O (centres undefined)	-1.6	-0.4	-2.8	6.5	2.0	-1.2	101.5	109.2	3.0
Nc1nc(SCc2ccccc2)[nH]c(=O)c1-c1ccccc1	-10.5	-6.5	-0.5	-2.1	13.0	-6.8	95.1	92.2	-2.2
Cc1ccc(-c2csc(NC(=O)c3c(C)noc3C)n2)s1	.	.	.	1.6	3.0	.	89.9	97.3	-13.0
CNC(=S)N1CCN(c2nc(-c3cccc(OC)c3)cs2)CC1	7.4	5.8	2.3	4.5	0.0	8.1	105.8	111.4	5.2
CC1=C(C(=O)Nc2ccc(C)cc2C)C(c2ccc(Cl)cc2)n2nc(C(=O)OC(C)C)nc2N1 (centres undefined)	-6.8	-2.2	-0.3	1.6	2.0	2.7	100.3	103.6	-2.2
Cc1ccc(SCC(=O)N2N=CCC2c2ccccc2)cc1 (centres undefined)	3.8	0.4	2.6	1.2	0.0	1.9	92.1	.	-22.4
CCCN(CC(=O)Nc1ccccc1OC)C(=O)CCNC(=O)c1ccccc1OC	-0.1	-4.1	1.5	4.5	0.0	2.8	94.8	111.4	0.0
COc1ccccc1OCC(O)Cn1c(=N)n(Cc2ccccc2)c2ccccc21 (centres undefined)	5.8	-2.7	0.6	4.8	0.0	4.1	83.1	101.5	1.1
CCc1sc(C(=O)N2CCCN(C)CC2)cc1Br	-1.6	-0.4	2.8	1.3	0.0	2.1	89.7	93.5	10.8
O=c1cc(N2CCN(c3ccccc3F)CC2)[nH]c(=O)n1-c1ccc(Br)cc1	-10.9	-5.9	-1.6	-3.3	9.0	-8.1	93.8	100.0	-3.1
C=CCNC(=O)c1ccccc1NC(=O)C1CCN(S(=O)(=O)c2ccc(SC)cc2)CC1	-12.9	0.6	-1.2	-1.8	2.0	-5.4	100.8	103.2	-1.2
CC(=O)N(C)c1ccc(N=C2C(=O)Nc3ccccc32)cc1	.	.	-0.2	.	1.0	.	96.2	96.8	-6.9
CCOC(=O)c1nc(C)nc(Sc2n[nH]c(-c3cc(C(F)(F)F)cc(C(F)(F)F)c3)n2)c1C	8.3	-1.8	-1.6	8.0	0.0	4.2	88.0	96.1	11.5
CCSc1nnc(N2C(=O)c3ccc(C(=O)c4ccc(C(=O)O)cc4)cc3C2=O)s1	4.1	-0.6	2.3	2.8	0.0	5.8	108.3	99.5	7.6
O=C(Nc1c2c(nn1-c1ccccc1)CSC2)c1ccc(N2C(=O)CCC2=O)cc1	-2.6	-2.7	-5.7	11.1	0.0	3.9	87.3	87.9	-4.9
COc1ccc(OCc2cc(C(=O)N3CCN(C4CCCC4)CC3)no2)c(Cl)c1	3.5	-6.0	5.2	1.1	6.0	3.2	99.6	96.0	-8.6
CCCCn1c(N)c(N(CC(C)C)C(=O)CSCc2c(C)noc2C)c(=O)[nH]c1=O	5.4	2.3	-1.0	5.2	0.0	7.3	103.9	114.7	0.8
COc1cc(NC(=O)CN2C(=O)NC3(CCOc4ccccc43)C2=O)cc(OC)c1 (centres undefined)	-0.2	.	.	-4.8	2.0	-1.4	89.1	94.8	9.9
O=S(=O)(c1ccc(Cl)cc1)N1CCN(Cc2ccncc2)CC1	-1.9	0.4	1.5	1.0	0.0	0.1	98.0	95.2	5.1
CCOCCCNCc1ccc(OC)cc1	7.0	-1.8	2.2	5.7	0.0	5.5	96.6	96.3	3.1
NNC(=O)CS(=O)(=O)c1ccc(Cl)cc1	2.1	1.5	2.2	-0.3	1.0	2.4	91.0	99.8	8.3
O=C(O)c1cnc(-c2ccccc2)nc1Oc1ccccc1	7.0	1.3	0.0	0.8	11.0	4.6	85.5	98.0	-3.1
CC(C)(C)OC(=O)N[C@@H](Cc1ccccc1)C(=O)N1CCC(C(=O)N[C@@H](CCC(N)=O)C(=O)O)CC1	5.7	-0.8	-0.2	4.4	0.0	5.0	103.3	95.8	7.5
O=C(CSc1nnc(-c2c[nH]c3ccccc23)o1)c1ccccc1	-8.0	-3.1	-0.1	-2.2	4.0	-6.7	105.2	100.4	17.8
COc1ccc(NC(=O)CN(c2ccc(C)cc2)S(C)(=O)=O)c(OC)c1	-1.9	0.8	-0.6	4.1	0.0	7.3	106.2	100.9	14.8
CCC(C)(c1nnnn1-c1c(C)cccc1C)N(N=O)c1ccccc1Cl (centres undefined)	1.2	-1.0	.	9.3	3.0	-0.3	84.8	98.7	16.7
CC(=O)Nc1c(C(=O)N2CCN(c3ccccn3)CC2)cnn1-c1ccc(C)cc1	6.5	-2.1	-0.2	0.7	3.0	6.2	104.2	101.0	8.5
CCCN(CC1CC1)c1nc(C)nc(Nc2c(Cl)cc(Cl)cc2Cl)c1Cl	-2.0	-2.3	2.5	7.4	2.0	-2.3	98.5	101.6	44.3
